Assay outcomes: PubChem BioAssay, National Center for Advancing Translational Sciences (NCATS)
APE1 inh: inhibitors of human APE1 endonuclease; recombinant APE1, TAMRA/BHQ-2 abasic DNA cleavage fluorescence; AID 2517; Potency, µM (doses to about 65.8 µM), for the others: at the highest dose activity change, negative = inhibition, actives largely listed as inhibitors; 350,000 tested, 0.35% active;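 also: plate controls were vehicle for no effect and reference inhibitor for full effect; nearly all actives have a fitted effect of over 55% in size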
Target sequence (P27695 whole entry, looked up): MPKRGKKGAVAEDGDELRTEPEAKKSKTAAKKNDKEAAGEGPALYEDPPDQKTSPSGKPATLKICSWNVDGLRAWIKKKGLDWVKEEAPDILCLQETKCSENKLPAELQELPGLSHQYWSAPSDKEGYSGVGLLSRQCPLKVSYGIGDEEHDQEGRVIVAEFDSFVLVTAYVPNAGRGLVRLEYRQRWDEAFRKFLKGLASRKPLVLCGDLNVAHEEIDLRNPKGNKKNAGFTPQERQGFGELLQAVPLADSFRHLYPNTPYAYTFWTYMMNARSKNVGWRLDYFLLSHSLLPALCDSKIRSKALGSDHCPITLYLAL
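0.75 nM APE1 + cpd, 15 min RT; start w/ 50 nM TAMRA/BHQ-2 THF-abasic dsDNA; kinetic fluor 525/598 nm ×3 reads @60 s; Δ(read3−read1); normalized to DMSO and NSC13755 control wells.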
Pol beta inh: DNA polymerase beta (human) inhibition; P06746; Pol beta primer extension/strand displacement, fluorescence kinetic; Potency, µM (top dose mostly 114 µM), for the others: top-dose activity change, negative = inhibition, hits mostly inhibitors; 340,000 tested, 1.3% active
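10 nM enzyme + cpd, 15 min RT; start with substrate 50 nM final; read 0 min and after 10 min RT. Corrected, normalized data; 4-parameter Hill curve fit.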
Apoferritin bind: binds horse apoferritin like a general anesthetic; P02791; apoferritin/1-aminoanthracene competitive binding, fluorescence; Potency, µM (doses to about 77.5 µM), for inactives: at the highest dose activity change, negative = displacement, hits mostly inhibitors; 350,000 tested, 0.074% active; AID 485281; also: nearly all actives have a fitted effect of over 20% in size
Target sequence (P02791 2-175 limits assumed): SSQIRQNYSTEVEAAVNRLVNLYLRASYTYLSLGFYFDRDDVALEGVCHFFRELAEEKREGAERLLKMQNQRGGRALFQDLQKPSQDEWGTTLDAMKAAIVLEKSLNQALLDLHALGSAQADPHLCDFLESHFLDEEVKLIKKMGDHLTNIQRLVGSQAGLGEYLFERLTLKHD
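In PBS, apoferritin at 10 uM is loaded with 1-AMA from a 50% saturated solution. After 10 min of compound exposure at ambient temperature, reduced 535 nm fluorescence indicates probe displacement.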
* = called active by the depositor; & = joins results of further samples; [ ] = dose if it differs, or a comment. Calls follow the shape of the dose curve; as a rule, active = well fitted curve in the direction sought with a large enough effect; inconclusive = small, poorly fitted or top-dose-only effect, or another doubt; inactive = no such curve, though single readings can be large; an effect the other way counts as inactive or inconclusive. Unless noted, % is scaled to controls: 0 for no effect and ±100 for the full control effect; potency is read from the fitted curve at half-maximal effect. The list is partial (hit frequency here may not be typical).

For CCOC(=O)C1=C(N)n2c(s/c(=C\c3cccnc3)c2=O)=C(C(=O)OCC)C1c1cccnc1 (centres undefined) the results were APE1 inh 1.6%, Pol beta inh inconclusive and Apoferritin bind -8.6%.
`Cc1ccc2c(c1)SC1=NC(c3ccccc3)(C(F)(F)F)NC(=O)N12` (centres undefined) gave APE1 inh -1.1%, Pol beta inh 33.7% and Apoferritin bind inconclusive.
For COc1ccc(NC(=O)CCl)cn1 the results were APE1 inh -4.6%, Pol beta inh 23.8% and Apoferritin bind -7.5%.
`CCN(CC)C(=O)c1sc(NC(=O)c2ccc(OC)c([N+](=O)[O-])c2)c(C#N)c1C` gave APE1 inh 6.2%, Pol beta inh 24.5% and Apoferritin bind -1.7%.
For CCNC(=S)N/N=C/c1sccc1C the results were APE1 inh 1.2%, Pol beta inh -24.8% and Apoferritin bind -14.2%.
`CC(=O)N1CCc2ccc(C(=O)CN3CCN(c4cccc(C)c4C)CC3)cc21` gave APE1 inh -1.1%, Pol beta inh 6.7% and Apoferritin bind -21.9%.
`Cc1cc(C)c2[nH]c(O)c(N=NC(=O)c3cc4c(s3)CCCC4)c2c1` gave APE1 inh 2.5%, Pol beta inh 11.6% and Apoferritin bind -0.4%.
`CCOCC(=O)Nc1c(C)n(C)n(-c2ccccc2)c1=O` gave APE1 inh inconclusive, Pol beta inh -0.5% and Apoferritin bind 2.6%.
Screening CCC(C)C(NC(=O)C1CCC(C)CC1)C(=O)NC1CCN(Cc2ccccc2)CC1 (centres undefined) returned APE1 inh -2.6%, Pol beta inh 1.7% and Apoferritin bind -1.8%.
Screening Cc1nc(NC(=O)c2ccccc2)sc1-c1csc(Nc2cccc(F)c2)n1 returned APE1 inh -3.2%, Pol beta inh 20.2% and Apoferritin bind 3.1%.
O=C(O)c1ccccc1S was read as APE1 inh 3.0%, Pol beta inh -2.9% and Apoferritin bind -1.8%.
CC(=O)N1c2ccc(N=Cc3cc(Br)cc(Br)c3O)cc2CC1C (centres undefined) was read as APE1 inh -4.5%, Pol beta inh 9.8% and Apoferritin bind 12.7%.
Screening O=C(c1cc2ccccn2n1)N1CCCC1 returned APE1 inh 0.4%, Pol beta inh 2.1% and Apoferritin bind 1.7%.
Screening CCCCn1c(=O)c(CCC(=O)OCC(=O)Nc2ccc(C)c(Cl)c2)nc2ccccc21 returned APE1 inh -4.3%, Pol beta inh -6.7% and Apoferritin bind -13.9%.
Screening CC(=O)c1cnc(Nc2nc(C)c3ccccc3n2)nc1C returned APE1 inh 7.7%, Pol beta inh -11.8% and Apoferritin bind 4.2%.

By substructure: the entries above with fluorine
`Cc1ccc2c(c1)SC1=NC(c3ccccc3)(C(F)(F)F)NC(=O)N12` (centres undefined) gave APE1 inh -1.1%, Pol beta inh 33.7% and Apoferritin bind inconclusive.
Screening Cc1nc(NC(=O)c2ccccc2)sc1-c1csc(Nc2cccc(F)c2)n1 returned APE1 inh -3.2%, Pol beta inh 20.2% and Apoferritin bind 3.1%.

The listing continues:
For COc1ccc(-c2cc(OC(=O)c3ccc(F)cc3)c3c(C)oc(C)c3c(=O)c2)cc1 the results were APE1 inh 2.6%, Pol beta inh inconclusive and Apoferritin bind inconclusive.
`CC(=O)OC[C@H]1O[C@@H](O/N=C/C[C@@H]2C=C[C@H](OC(C)=O)[C@@H](COC(C)=O)O2)[C@H](OC(C)=O)[C@@H](OC(C)=O)[C@@H]1OC(C)=O` gave APE1 inh -4.8%, Pol beta inh -4.5% and Apoferritin bind 3.1%.
`CC1CCc2sc(C(=O)OC(C)C(=O)Nc3ncc(Cl)cc3Cl)cc2C1` (centres undefined) gave APE1 inh 5.3%, Pol beta inh 3.8% and Apoferritin bind -7.5%.
O=c1c2c3c(sc2nc2n1CCCCC2)CCCCC3 was read as APE1 inh 12.4%, Pol beta inh -13.5% and Apoferritin bind 0.9%.
Screening Cc1ccc(NC(=O)CCSc2ccccc2)c(C)c1 returned APE1 inh -1.5%, Pol beta inh -0.2% and Apoferritin bind -10.1%.
CCCn1c(SCC(=O)Nc2nnc(CC)s2)nc2c1c(=O)n(C)c(=O)n2C was read as APE1 inh -2.3%, Pol beta inh 6.6% and Apoferritin bind 2.7%.
Screening Cc1[nH]nc2nc3c(c(OC(=O)c4ccccc4)c12)c(=O)n(C)c(=O)n3C returned APE1 inh 17.1%, Pol beta inh 30.7% and Apoferritin bind -8.4%.
For CCOc1cccc(C2c3c(oc4cc(C)c(C)cc4c3=O)C(=O)N2CCCN(C)C)c1 (centres undefined) the results were APE1 inh -9.3%, Pol beta inh 33.9% and Apoferritin bind inconclusive.
Screening O=C(c1ccccc1)c1ccc(N2CCNCC2)cc1 returned APE1 inh -0.5%, Pol beta inh -24.9% and Apoferritin bind -16.6%.
`Cc1cccc(N2CCN(C(=O)c3ccc4c(c3)NC(=O)C(CSCc3cccc(F)c3)N4)CC2)c1C` (centres undefined) gave APE1 inh 8.5%, Pol beta inh inconclusive and Apoferritin bind inconclusive.
CC(C)(C)N1CCC1C(N)=O (centres undefined) was read as APE1 inh 4.0%, Pol beta inh 1.3% and Apoferritin bind 12.5%.
Screening S=c1[nH]nc(-c2ccco2)n1/N=C/c1ccccn1 returned APE1 inh -0.7%, Pol beta inh 14.6% and Apoferritin bind -3.3%.
Screening O=S(=O)(Nc1ncccn1)c1ccc(NC(=S)Nc2cccc(Cl)c2)cc1 returned APE1 inh -3.3%, Pol beta inh -21.9% and Apoferritin bind 6.9%.
`Cc1cc(C)cc(NC(=O)COc2ccc3c(C)c(Cc4ccccc4)c(=O)oc3c2)c1` gave APE1 inh 1.2%, Pol beta inh -1.0% and Apoferritin bind -3.2%.
`COc1ccc(-c2noc(-c3cc4ccccc4oc3=O)n2)cc1` gave APE1 inh 0.7%, Pol beta inh 10.0% and Apoferritin bind 1.6%.

Entries shown so far that contain an aryl thioether with sulfur outside any ring:
Screening Cc1ccc(NC(=O)CCSc2ccccc2)c(C)c1 returned APE1 inh -1.5%, Pol beta inh -0.2% and Apoferritin bind -10.1%.
CCCn1c(SCC(=O)Nc2nnc(CC)s2)nc2c1c(=O)n(C)c(=O)n2C was read as APE1 inh -2.3%, Pol beta inh 6.6% and Apoferritin bind 2.7%.

Carrying on.
`Oc1ccc(O)c2c1C1c3ccccc3C2c2ccccc21` gave APE1 inh 11.4%, Pol beta inh 0.7% and Apoferritin bind -12.5%.
For CCCc1[nH]n(-c2ccc([N+](=O)[O-])cc2)c(=O)c1C=NCCN1CCNCC1 the results were APE1 inh 1.2%, Pol beta inh -2.3% and Apoferritin bind -8.1%.
`Cc1ccc(S(=O)(=O)N2C(=S)SCC2(C)C)cc1` gave APE1 inh -3.9%, Pol beta inh 1.8% and Apoferritin bind inconclusive.
`COc1ccc(NC(=O)Cc2nn(C)c(=O)c3ccccc23)c2ncccc12` gave APE1 inh 5.4%, Pol beta inh 3.3% and Apoferritin bind -9.7%.
For Cc1ccc(Nc2nc(-c3sc(NC(=O)c4cccc(Cl)c4)nc3C)cs2)cc1 the results were APE1 inh -3.0%, Pol beta inh 2.8% and Apoferritin bind -8.6%.
Screening CNC(=O)COC(=O)c1ccc2c(c1)NC(=O)C1CCCN21 (centres undefined) returned APE1 inh -0.7%, Pol beta inh 8.5% and Apoferritin bind -16.0%.
For COc1ccc2c(c1)c(C(O)CN1CCC3(CC1)OCCO3)c(C)n2C (centres undefined) the results were APE1 inh -0.6%, Pol beta inh -18.9% and Apoferritin bind inconclusive.
For Cc1nn2c(N3CCN(C(=O)c4ccco4)CC3)cc(C(C)(C)C)nc2c1-c1ccc(Cl)cc1 the results were APE1 inh 0.2%, Pol beta inh 7.1% and Apoferritin bind -4.5%.
For Nc1nonc1C(=O)N/N=C/c1ccc(-c2cccc(C(=O)O)c2)o1 the results were APE1 inh inconclusive, Pol beta inh 17.8µM* and Apoferritin bind -9.9%.
`C#CCOCCOCCOCCNc1nc(N2CCN(C(=O)[C@H](Cc3cc4ccccc4[nH]3)n3cc([C@@H](N)C(C)CC)nn3)CC2)nc(N2CCN(C(=O)[C@H](CCCCN)n3cc([C@@H](N)CO)nn3)CC2)n1` (some centres undefined) gave APE1 inh 4.8%, Pol beta inh -14.0% and Apoferritin bind -16.6%.
COc1ccccc1NS(=O)(=O)c1cc(NC(=O)C2CC2)ccc1N1CCOCC1 was read as APE1 inh 1.1%, Pol beta inh 3.0% and Apoferritin bind inconclusive.
Screening CCOC(=O)c1[nH]c(C)c(/C(O)=C2\C(=O)C(=O)N(CCCN(C)C)C2c2ccncc2)c1C (centres undefined) returned APE1 inh 0.2%, Pol beta inh 15.0% and Apoferritin bind -6.6%.
Screening CCOC(=O)CCCCC(=O)c1[nH]c(=O)[nH]c1C[n+]1ccccc1 returned APE1 inh -1.2%, Pol beta inh 34.0% and Apoferritin bind -1.3%.
`Cc1ccc(C2(C)NC(=O)N(CC(=O)NC(=O)NC3CCCC3)C2=O)cc1` (centres undefined) gave APE1 inh -8.9%, Pol beta inh -3.8% and Apoferritin bind -7.2%.
Screening COc1ccc(S(=O)(=O)Nc2nc3ccccc3nc2Nc2ccc3c(c2)OCO3)cc1 returned APE1 inh 1.8%, Pol beta inh 2.0% and Apoferritin bind 2.5%.
`N#Cc1ccc(Cl)cc1NC(=O)CSc1nc2nc(-c3cccs3)cc(C(F)(F)F)c2c(=O)[nH]1` gave APE1 inh -2.2%, Pol beta inh 8.1% and Apoferritin bind 1.4%.
For Cc1sc(/N=C/c2ccccc2O)c(C#N)c1C the results were APE1 inh -8.5%, Pol beta inh 7.5% and Apoferritin bind -14.2%.
O=c1[nH]c(=S)[nH]c2[nH]c(=S)[nH]c12 was read as APE1 inh 25.0%&0.3%, Pol beta inh -0.9% and Apoferritin bind 2.0%.
`CCCNC(=O)C(C)n1c2ccccc2c2nc(=O)cc(C)n21` (centres undefined) gave APE1 inh 4.3%, Pol beta inh -0.7% and Apoferritin bind -2.0%.
Screening Cc1cc(C)c(NC(=O)CN2CCC(NC(=O)NC3CCCCC3)CC2)c(C)c1 returned APE1 inh -6.4%, Pol beta inh 1.6% and Apoferritin bind 1.1%.
`O=C1c2ccccc2CN1CCSC(=S)N1CCSCC1` gave APE1 inh 0.6%, Pol beta inh 0.0% and Apoferritin bind inconclusive.
For O=C(c1noc2c1CCCC2)N1CCN(C(c2ccccc2)c2ccccc2)CC1 the results were APE1 inh 1.2%, Pol beta inh -23.1% and Apoferritin bind 2.9%.
For Nc1c(C(=O)NC2CCCCC2)c2nc3ccccc3nc2n1/N=C/c1ccco1 the results were APE1 inh 9.2%, Pol beta inh 15.7% and Apoferritin bind -0.9%.
CC(C)N(C(=O)Cn1cnc2cc([N+](=O)[O-])ccc2c1=O)C(C)C was read as APE1 inh 4.8%, Pol beta inh -2.2% and Apoferritin bind -15.7%.
For CCOC(=O)c1c(N)n(CC(C)NC(=O)C2CC2)c2nc3ccccc3nc12 (centres undefined) the results were APE1 inh 26.4%, Pol beta inh 24.1% and Apoferritin bind 105.0%[activator].
Screening Cc1cc(C)cc(NC(=O)Cn2c(SCc3cc(C)ccc3C)nc3ccncc32)c1 returned APE1 inh 13.4%, Pol beta inh -2.3% and Apoferritin bind -15.2%.
For COC(=O)C/C=C/[C@@H](C)[C@@H](/C=N/O[C@@H](C)c1cn([C@H](CO)Cc2ccccc2)nn1)NS(=O)(=O)c1ccc(C)cc1 the results were APE1 inh 2.7%, Pol beta inh 6.6% and Apoferritin bind -17.3%.
Screening Cc1cc(C)nc(/N=C2\NC(=O)CC(C(=O)O)N2c2cccc(Cl)c2)n1 (centres undefined) returned APE1 inh -1.1%, Pol beta inh -1.0% and Apoferritin bind 1.1%.
`CCOC(=O)N1CCN(C(=O)c2c(N)no[n+]2[O-])CC1` gave APE1 inh -3.0%, Pol beta inh 4.3% and Apoferritin bind -7.1%.
Screening O=C1c2ccc3c4c(ccc(c24)C(=O)N1Cc1cccnc1)C(=O)N(Cc1cccnc1)C3=O returned APE1 inh 0.5%, Pol beta inh -7.0% and Apoferritin bind -4.2%.
Cc1ccc(-c2nn(C)c(=O)c3ccccc23)cc1CNC(=O)Cn1nc(-c2ccccc2)c2ccccc2c1=O was read as APE1 inh 4.9%, Pol beta inh 27.4% and Apoferritin bind -7.3%.
CCC1(C)OCC(Cn2c3ccccc3c3ccccc32)O1 (centres undefined) was read as APE1 inh 0.7%, Pol beta inh -0.7% and Apoferritin bind -3.1%.
`O=C(Nc1nnc(-c2cccnc2)o1)c1cccc([N+](=O)[O-])c1` gave APE1 inh -4.2%, Pol beta inh -7.0% and Apoferritin bind 3.2%.
For CCC(=O)c1c(OCc2ccccc2)ccc2c(C)cc(=O)oc12 the results were APE1 inh 16.1%, Pol beta inh inconclusive and Apoferritin bind -20.7%.
Screening CN(C)CCN1C(=O)C(O)=C(C(=O)c2cc3ccccc3o2)C1c1ccccn1 (centres undefined) returned APE1 inh -1.1%, Pol beta inh 9.2% and Apoferritin bind -8.9%.
Screening N#CC(c1nc2ccccc2nc1N1CCCCC1)S(=O)(=O)c1ccc(Cl)cc1 (centres undefined) returned APE1 inh -1.5%, Pol beta inh 2.2% and Apoferritin bind -2.2%.
